Source: PubChem
NFkB transloc pot = enhancers of NFkB p65 translocation in HUVEC – imaging, IL-1B stimulus, high-content imaging, primary screen; 0.3% of 94,000 active; activation, % at 2 µM; AID 819, 2007; HUVEC IL-1B NFkB p65 nuclear translocation imaging;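 active = activation above 40%, about the mean plus 3 SD, also judged a hit on visual image review; inconclusive = activation above 40% but not a hit on visual review; inactive = activation not above 40% and no visual hit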;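 also: percent activation is computed from the nuclear over cytoplasmic p65 intensity ratio; values of inactives mirror those of a sister screen read the other way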
IL1B NFkB inh = inhibitors of IL-1B driven NFkB p65 nuclear import, primary screen, imaging, HUVEC, IL-1B stimulus, high-content imaging. 0.43% of 94,000 active. inhibition, % at 2 µM. HUVEC IL-1B NFkB p65 nuclear translocation imaging;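 active = inhibition above about 30% together with a positive call from visual inspection of the well image, limit read from the data; inconclusive = inhibition above a set limit but visual check negative; inactive = inhibition not above a set limit, visual check negative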;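 also: nuclear over cytoplasmic p65 intensity ratio measured by imaging; 0% = IL-1B stimulated DMSO wells and 100% = unstimulated DMSO wells; values of inactives mirror those of a sister screen read the other way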
MRP resist rev = reversal of MRP1-mediated doxorubicin resistance, primary screen, H69AR cells, doxorubicin co-treatment | 0.04% of 85,000 active | differential viability (reversal), % at 10 µM | H69AR cells + 2 uM doxorubicin, CellTiter-Glo, 72 h | AID 602, 2007;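 active = viability drop by adding the cancer drug above about 55%, with treated viability meeting a 40% cutoff, limit read from the data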;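 also: viability without doxorubicin minus viability with 2 µM doxorubicin for each compound; larger differential means the compound sensitizes cells more to doxorubicin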
PLAP inhibition = PLAP enzyme inhibitors, biochemical, luminescence, HTS (AID 690) | purified PLAP, luminescent substrate; higher % means a stronger effect | one-dose inhibition, % at 20 µM; IC50 in µM for titrated hits | 0.08% of 96,000 active; in the data active = a potency from the dose series; inactive = the rest, 99 in 100 with inhibition below about 30%; also: strong numbers were not always called active
Bcl-B displacement = displacers of TR3 peptide from Bcl-B, primary screen, selectivity assay for Bfl-1 inhibitor project, biochemical, fluorescence polarization; Bcl-2-like protein 10 (Homo sapiens); FP displacement of FITC-TR3 peptide from Bcl-B; higher % means a stronger effect; AID 748, 2007; 0.11% of 96,000 active; displacement, % at 20 µM; hits with a dose series show IC50 in µM;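 active = displacement above 50% at 20 µM plus a fluorescence interference ratio under 1.5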;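 also: plate controls were wells without compound for no effect and wells lacking Bcl-B protein for full effect; a part of the inactive calls stands beside numbers as strong as those of hits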
MRP resist rev cytotoxicity = further read-out of MRP resist rev, marked with its call; viability, %; H69AR cells, CellTiter-Glo, 72 h; measured here: cytotoxicity without doxorubicin
MRP resist rev with doxorubicin = recorded beside MRP resist rev, whose call it bears; viability, %; measured here: viability with 2 uM doxorubicin; stronger effect = lower value
IL1B NFkB inh cell count 2 µM = also measured in IL1B NFkB inh; calls as there; cell count; measured here: cells passing quality filter;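 raw number of nuclei counted in each imaged well without normalization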
NFkB transloc pot cell count 2 µM = further read-out of NFkB transloc pot, marked with its call; cell count; measured here: cells passing quality filter
Numbers without * were called inactive; u = inconclusive; x = no result given. This is a subset (hit frequency here may not be typical).

molecule	NFkB transloc pot	NFkB transloc pot cell count 2 µM	IL1B NFkB inh	IL1B NFkB inh cell count 2 µM	MRP resist rev	MRP resist rev cytotoxicity	MRP resist rev with doxorubicin	PLAP inhibition	Bcl-B displacement
CCCCCCN1CC(O)=C(c2nc3ccccc3[nH]2)C1=N	x	x	x	x	5	90	86	-14%	9%
COC(=O)c1ccc(C(=O)OC)c(NC(=O)COc2ccccc2OC)c1	12	155	-12	155	31	91	60	-32%	23%
CCn1c(NCCc2ccc(OC)c(OC)c2)nc2c1c(=O)n(C)c(=O)n2C	x	x	x	x	-4	89	93	-16%	-3%
Cn1c(=O)n(Cc2ccccc2)c(=O)c2c1nc1n2CCCN1Cc1ccccc1	u	x	-46	161	-1	32	33	-1%	4%
O=C(Nc1ccc(Cl)cc1)c1ccsn1	32	119	-32	119	20	101	81	3%	6%
O=[N+]([O-])c1cc(-c2nnc(C34CC5CC(CC(C5)C3)C4)o2)cc([N+](=O)[O-])c1	6	170	-6	170	x	x	x	6%	-6%
CCC/C(O)=C1\C(=O)CC(C)(C)CC1=NCCO	x	x	x	x	6	98	92	-2%	-4%
COc1cccc(Nc2nc(-c3sc(NC(=O)c4ccccc4)nc3C)cs2)c1	-11	87	11	87	x	x	x	11%	-30%
COc1ccc(C(=O)NC(=S)Nc2ccc3c(c2)Cc2ccccc2-3)cc1	-4	122	4	122	-2	59	61	4%	2%
COc1cc(=O)[nH]c(SCc2c(F)c(F)c(F)c(F)c2F)n1	-2	176	2	176	5	98	92	19%	2%
COc1ccccc1CNC(=O)c1ccccc1NS(C)(=O)=O	-5	94	5	94	-4	96	100	-4%	4%
CCOC(=O)c1c(NC(=O)c2cccs2)sc2c1CCC2	x	x	x	x	-3	68	70	1%	-36%
Cc1ccccc1C(=O)NC(=S)Nc1ccccc1C(F)(F)F	-5	143	5	143	x	x	x	-9%	-12%
Fc1cccc(CO/N=C/c2c(-c3ccccc3)nc3ccc(Cl)cn23)c1	13	167	-13	167	x	x	x	7%	19%
Cn1c(SCc2nnc(-c3ccc(F)cc3)o2)nnc1C1COc2ccccc2O1 (stereo unspecified)	20	115	-20	115	8	82	73	-23%	1%
COc1ccc(-c2nc(N3CCOCC3)nc3n[nH]c(N)c23)cc1	x	x	x	x	15	64	50	-15%	6%
COc1cc(-c2nnc(SCc3cc(=O)oc4cc(C)ccc34)o2)cc(OC)c1OC	-9	175	9	175	6	79	73	-79%	-11%
COc1ccc(-n2nc(C(=O)Nc3ccc(OC)c(OC)c3)c3c4ccccc4n(C)c3c2=O)cc1	1	103	-1	103	-6	9	15	-67%	12%
CC(C(=O)Nc1ccc(S(=O)(=O)N2CCCC2)cc1)N1CCN(C(=O)c2ccco2)CC1 (stereo unspecified)	10	142	-10	142	x	x	x	-44%	8%
CCc1ccc(OCCNC(=O)c2cc(SC)ccc2Cl)cc1	-6	90	6	90	x	x	x	8%	20%
CCCCCn1c(Br)nc2c1c(=O)n(CC(N)=O)c(=O)n2C	6	172	-6	172	-2	83	85	3%	-3%
NS(=O)(=O)c1ccc(Nc2nc(-c3ccc(O)cc3)cs2)cc1	-11	139	11	139	9	85	76	-5%	-6%
CCOC(=O)C1C(=O)NC(SCC(=O)Nc2nccs2)=C(C#N)C1c1ccccc1OCC (stereo unspecified)	-21	112	21	112	-3	72	75	x	x
COc1nc(NS(=O)(=O)c2ccc(C)cc2)nc(C)c1Cl	-2	118	2	118	4	97	93	-37%	3%
C(=C\c1ccccc1)/C=N/n1cnnc1	1	177	-1	177	17	99	82	6%	4%
COC(=O)c1cc(Br)c(=O)n(Cc2ccc3c(c2)OCO3)c1	x	x	x	x	23	96	73	19%	-8%
CCNC(=O)CC(=O)Nc1ccccc1C(=O)O	x	x	x	x	-9	97	106	-22%	2%
C/C(=N/NC(=O)CNc1ccc(C)cc1)c1ccc(Cl)cc1	3	207	-3	207	x	x	x	-1%	-2%
COc1ccc(OC)c(CCNC(=O)CS(=O)(=O)Cc2nc(-c3ccc(C)cc3)oc2C)c1	13	110	-11	110	-1	73	74	-30%	-5%
N#CCSc1nnc(COc2cccc3ccccc23)n1-c1ccccc1	0	113	0	113	-7	51	58	-46%	-10%
CCCN(CCC)C(=O)CC(c1ccccc1)c1cc(Br)ccc1O (stereo unspecified)	22	65	-22	65	0	4	3	-40%	2%
COC(=O)c1ccccc1NC(=O)c1noc2c1CCC2	x	x	x	x	8	85	77	-21%	17µM*
COCc1nc2sc(C)c(C)c2c(=O)[nH]1	10	114	-10	114	2	97	95	x	x
O=C(Cc1ccc(Cl)cc1)NCCCn1ccnc1	-11	136	11	136	x	x	x	8%	-4%
O=C(CCNS(=O)(=O)c1cccc2nonc12)NCCc1ccc(Cl)cc1	x	x	x	x	-2	94	96	-3%	-2%
CN(C)S(=O)(=O)c1ccc(C(=O)Nc2ccccc2C(=O)O)cc1	-1	109	1	109	-26	64	90	x	x
Cc1nc(Nc2ccc(S(N)(=O)=O)cc2)oc1C	-11	125	11	125	-12	83	95	11%	12%
CCCNc1nc2c(c(=O)[nH]c(=O)n2C)n1Cc1cccc(Br)c1	x	x	x	x	15	85	71	15%	5%
CCn1c(CSc2nnc(-c3ccc4c(c3)OCO4)o2)nc2cc(S(=O)(=O)N(C)C)ccc21	x	x	x	x	x	x	x	-54%	5%
NC(=O)Nc1ccc2c(c1)OCCO2	-2	76	2	76	x	x	x	10%	-6%
Cc1cccc(NC(=O)c2cccc(NS(=O)(=O)c3ccc(Cl)cc3)c2)c1	-6	203	6	203	x	x	x	-45%	3%
Cc1ccc(-n2cc(C(=O)c3ccc4ccccc4c3O)cn2)cc1	-7	134	6	134	x	x	x	15%	0%
O=C1c2ccccc2-c2c1cccc2C(=O)N1CCOCC1	-6	121	6	121	2	99	97	x	x
Cc1ccc2nc3c(cc(C#N)c(=N)n3CCCN3CCOCC3)c(=O)n2c1	0	182	0	182	-4	88	91	x	x
COC(=O)c1ccccc1NC(=O)CN(CCc1ccccc1)S(C)(=O)=O	0	104	0	104	8	89	80	-15%	0%
O=C(COC(=O)c1ccncc1)Nc1cccc(Cl)c1	-6	145	6	145	7	93	85	-11%	-26%
Cn1c(SCc2ccccc2Cl)nnc1-c1cnccn1	0	99	0	99	10	84	74	4%	-6%
CN1C=CC=C/C1=C1\SC(=S)N(c2ccccc2)C1=O	3	163	-3	163	x	x	x	23%	-7%
O=[N+]([O-])c1ccccc1NCc1ccc(Cl)cc1	1	148	-1	148	x	x	x	38%	0%
COc1ccc(C2=CSC3=NCCN23)cc1F	8	93	-8	93	7	82	74	18%	3%

Other records follow.
molecule	NFkB transloc pot	NFkB transloc pot cell count 2 µM	IL1B NFkB inh	IL1B NFkB inh cell count 2 µM	MRP resist rev	MRP resist rev cytotoxicity	MRP resist rev with doxorubicin	PLAP inhibition	Bcl-B displacement
CCn1ncc(C(=O)Nc2ccc(S(=O)(=O)N3CCCC3)cc2)c1C	-7	129	7	129	-4	81	85	-16%	1%
COc1ccc(NC(=O)c2nc3nccc(C)n3n2)cn1	-4	177	4	177	2	102	100	-29%	51%
CCCC(=O)N(Cc1cc2ccccc2[nH]c1=O)c1ccccc1OC	0	198	0	198	15	105	90	4%	8%
COCCCn1c(-c2ccc(OC)cc2)nc2nc3ccccc3nc21	-11	91	11	91	7	84	78	17%	5%
Cc1cc(C)nc(N(C#N)S(=O)(=O)c2ccccc2)n1	6	200	-6	200	-7	94	101	1%	-7%
COc1ccccc1C(=O)NN1C(=O)C2C3C=CC(O3)C2C1=O (stereo unspecified)	8	174	-8	174	x	x	x	2%	4%
COc1ccc(C2CC(C(F)(F)F)n3nc(C(=O)NCc4c(C)nn(C)c4C)c(Cl)c3N2)cc1 (stereo unspecified)	x	x	x	x	1	85	83	-85%	-10%
O=C(c1ccc2c(c1)OCO2)N1CCNc2ccccc2C1	3	155	-3	155	15	107	93	-7%	4%
CN1CCN(c2ccc(NC(=O)c3ccccc3Br)cc2)CC1	28	126	-28	126	8	91	84	-2%	7%
CCOC(=O)Cc1cc(=O)n2[nH]c(C)c(-c3ccc(Cl)cc3)c2n1	-6	144	6	144	-15	16	31	-49%	-16%
Cc1cc(NC(=O)CSc2nnc(COc3ccccc3)o2)no1	-2	146	2	146	-3	107	110	1%	-5%
O=C(COc1ccc(Br)cc1)OCc1nnc(-c2ccccc2)o1	u	x	-76	181	-24	61	85	5%	8%
Cc1cc(S(=O)(=O)N2CCCC2)c(C)s1	-1	113	1	113	13	94	81	2%	2%
Cc1nc2cc(NC(=O)N3CC4(C)CC3CC(C)(C)C4)ccc2n1C (stereo unspecified)	8	132	-8	132	7	98	91	-13%	-5%
CCCCn1c(CNC(C)=O)nc2ccccc21	x	x	x	x	2	97	95	1%	2%
Cc1ccc(-c2cc(N)n(Cc3ccc(Cl)cc3)n2)cc1	15	136	-15	136	x	x	x	9%	0%
Cc1cc(C)c(S(=O)(=O)NCC2CCC(C(=O)NCCCN3CCOCC3)CC2)c(C)c1 (stereo unspecified)	x	x	x	x	-2	81	83	-71%	-5%
Cc1ccc(-c2nc(CSCC(=O)N3CCCC3)c(C)o2)cc1	-1	72	3	72	7	90	83	-11%	5%
CNC(=O)CCn1nc(-c2ccc(Cl)cc2)c2ccccc2c1=O	-3	142	3	142	25	96	71	-12%	-13%
O=C(O)CCC(=O)c1cccc2ccccc12	x	x	x	x	-2	90	92	-1%	-2%

For reference, part of the list above.
molecule	NFkB transloc pot	NFkB transloc pot cell count 2 µM	IL1B NFkB inh	IL1B NFkB inh cell count 2 µM	MRP resist rev	MRP resist rev cytotoxicity	MRP resist rev with doxorubicin	PLAP inhibition	Bcl-B displacement
COCCCn1c(-c2ccc(OC)cc2)nc2nc3ccccc3nc21	-11	91	11	91	7	84	78	17%	5%
Cc1cc(C)nc(N(C#N)S(=O)(=O)c2ccccc2)n1	6	200	-6	200	-7	94	101	1%	-7%
COc1ccccc1C(=O)NN1C(=O)C2C3C=CC(O3)C2C1=O (stereo unspecified)	8	174	-8	174	x	x	x	2%	4%
COc1ccc(C2CC(C(F)(F)F)n3nc(C(=O)NCc4c(C)nn(C)c4C)c(Cl)c3N2)cc1 (stereo unspecified)	x	x	x	x	1	85	83	-85%	-10%
O=C(c1ccc2c(c1)OCO2)N1CCNc2ccccc2C1	3	155	-3	155	15	107	93	-7%	4%
CN1CCN(c2ccc(NC(=O)c3ccccc3Br)cc2)CC1	28	126	-28	126	8	91	84	-2%	7%
CCOC(=O)Cc1cc(=O)n2[nH]c(C)c(-c3ccc(Cl)cc3)c2n1	-6	144	6	144	-15	16	31	-49%	-16%
Cc1cc(NC(=O)CSc2nnc(COc3ccccc3)o2)no1	-2	146	2	146	-3	107	110	1%	-5%
O=C(COc1ccc(Br)cc1)OCc1nnc(-c2ccccc2)o1	u	x	-76	181	-24	61	85	5%	8%
Cc1cc(S(=O)(=O)N2CCCC2)c(C)s1	-1	113	1	113	13	94	81	2%	2%
Cc1nc2cc(NC(=O)N3CC4(C)CC3CC(C)(C)C4)ccc2n1C (stereo unspecified)	8	132	-8	132	7	98	91	-13%	-5%
CCCCn1c(CNC(C)=O)nc2ccccc21	x	x	x	x	2	97	95	1%	2%

A different layout for 2 compounds above:
> O=C(COC(=O)c1ccncc1)Nc1cccc(Cl)c1
  NFkB transloc pot: -6 | NFkB transloc pot cell count 2 µM: 145 | IL1B NFkB inh: 6 | IL1B NFkB inh cell count 2 µM: 145 | MRP resist rev: 7 | MRP resist rev cytotoxicity: 93 | MRP resist rev with doxorubicin: 85 | PLAP inhibition: -11% | Bcl-B displacement: -26%
> CCCCCn1c(Br)nc2c1c(=O)n(CC(N)=O)c(=O)n2C
  NFkB transloc pot: 6 | NFkB transloc pot cell count 2 µM: 172 | IL1B NFkB inh: -6 | IL1B NFkB inh cell count 2 µM: 172 | MRP resist rev: -2 | MRP resist rev cytotoxicity: 83 | MRP resist rev with doxorubicin: 85 | PLAP inhibition: 3% | Bcl-B displacement: -3%
